High-throughput results: PubChem BioAssay, several laboratories
PMI inhibitors = MPI enzyme activity inhibition – biochemical, fluorescence intensity, coupled assay, primary screen (AID 1209); inhibition, % at 20 µM, or IC50 in µM where a hit was titrated; purified PMI enzyme, coupled fluorescence intensity; higher % means a stronger effect; 190,000 compounds, 0.42% hits;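 also: plate controls were DMSO vehicle for no effect and wells lacking substrate for full effect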
Autophagy HCS = alters autophagy in cells; calls only at 10 µM (by protocol); 190,000 compounds, 0.98% hits; MEF GFP-LC3 puncta imaging; test concentration mostly 10 µM;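 active = percentage of spot-positive cells more than 3 SD above its plate mean, without a fluorescence outlier flag or 80% toxicity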;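 also: spot-positive cell cutoff set from DMSO-treated cells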
bCat nuc transl = alters nuclear translocation of beta-catenin in HeLa cells | AID 1665 | 190,000 compounds, 0.3% hits | immunofluorescence imaging | nuclear translocation activity, % at 5 µM;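 active = nuclear translocation activity above 50% at 5 µM, with a well cell count of 50 or more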;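 also: per-cell ratio of nuclear to cytoplasmic median beta-catenin stain intensity; plate controls were DMSO negative control for no effect and GSK-3 inhibitor IX positive control for full effect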
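Test system: HeLa cells, endogenous beta-catenin; Compound: single 5 µM dose plus 0.02–20 µM confirmation series; Times: compound exposure 24 h at 37°C; Signal: fluorescence imaging of beta-catenin antibody stain plus DAPI; Read-out: % activation, nuclear-to-cytoplasmic median beta-catenin signal ratio per cell.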
Yfh1-off respiration = enhancers of respiration in Yfh1-depleted yeast, dose response, Friedreich's ataxia, plus single-dose screen (AID 1465) | S. cerevisiae Yfh1-off respiration, WST-1 reduction, 72 h; higher fold induction means a stronger effect | fold induction at 50 µM, or EC50 in µM where a hit was titrated | 220,000 compounds, 0.074% hits;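 active = fold induction of absorbance versus untreated yeast above a set limit, then at least 30% activation at any dose in follow-up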;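 also: activators that raise dye reduction in frataxin-depleted yeast; strong numbers were not always called active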
Dynein cargo inh = blocks dynein driven cargo transport along microtubules. z-score, hits read low. 220,000 compounds, 0.47% hits. 3617.4 mouse cells, GR-EGFP nuclear translocation imaging; test concentration mostly 20 µM; stimulated with dexamethasone, 1 µM; stronger effect = lower value;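 active = plate z-score of nuclear minus cytoplasmic receptor signal below a set negative limit, without overly bright fluorescence or cell loss, cut at about -3.5 in these data, passing the limit was not always enough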;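 also: z-score of nuclear minus cytoplasmic ring GR-EGFP intensity difference per well; some compounds called inactive have numbers as strong as hits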
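Also added: dexamethasone, 1.0 µM final. Medium: tet-free, stripped-serum medium. Detection: fixed, Hoechst-stained cells imaged at 10x for EGFP. Read-out: nuclear-to-cytoplasmic GR-EGFP distribution per well. Times: induction 48 h, compound 1 h, agonist 30 min.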
Insulin prom up = MIN6 insulin promoter up-regulation; MIN6 insulin promoter-GFP reporter, high-content imaging; stronger effect = higher value; z-score at 5 µM; 190,000 compounds, 0.3% hits;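 active = z-score above 3 at 5 µM with at least 500 cells counted in the well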
WT yeast gro inh = growth inhibition of WT yeast, mitochondrial fusion screen | mitochondrial fusion phenotypic screen, WT strain | inhibition, % at 10 µM | 190,000 compounds, 2.1% hits | AID 1362; in the data active = inhibition above about 58%; tested in S. cerevisiae
MT stabilizer = stabilizes microtubules in HeLa cells. HeLa tubulin immunostaining HCS, 24 h; share of cells brighter than vehicle mean+2SD. % tubulin-high responders, % at 10 µM. 200,000 compounds, 0.83% hits;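 active = plate Z-score above 3 for both tubulin-high and condensed-nucleus cell shares, with cell loss under 80%, at 10 µM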;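 also: anti alpha tubulin signal scored within the nucleus-defined area of each cell; some results filed as inactive read as strong as hits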
human PMI inhibitors = MPI inhibition at elevated mannose 6-phosphate – biochemical, fluorescence intensity, high mannose 6-phosphate, primary screen (AID 1220); recombinant PMI enzyme, coupled fluorescence intensity; higher % means a stronger effect; inhibition, % at 20 µM; hits with a dose series show IC50 in µM; 190,000 compounds, 0.66% hits
WT yeast gro inh mutant strain = also measured in WT yeast gro inh; calls as there; inhibition, %; mitochondrial fusion phenotypic screen, mutant strain inhibition
Dynein cargo inh cytoplasmic EGFP = also measured in Dynein cargo inh; calls as there; z-score; measured here: cytoplasmic GR-EGFP intensity; stronger effect = higher value
Dynein cargo inh nuclear GR-EGFP = further read-out of Dynein cargo inh, marked with its call; z-score; measured here: nuclear GR-EGFP intensity;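 lower value marks the stronger effect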
Dynein cargo inh cell count = also measured in Dynein cargo inh; calls as there; z-score; measured here: cell count per field
Insulin prom up cell count = second read-out of Insulin prom up, no call of its own (marks repeat the call); cell count; measured here: cytotoxicity, nuclei count;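 total cells summed across four imaged fields per well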
bCat nuc transl cell count 5 µM = further read-out of bCat nuc transl, marked with its call; cell count; measured here: cell count, cytotoxicity flag
MT stabilizer Hoechst-high % = also measured in MT stabilizer; calls as there; % Hoechst-high responders; measured here: nuclear condensation Hoechst responders;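 share of cells brighter than vehicle mean plus two SD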
MT stabilizer cytotoxicity % = further read-out of MT stabilizer, marked with its call; toxicity, %; measured here: cytotoxicity by cell density;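 0% = mean cell density of plate MIN control wells and 100% = no cells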
Autophagy HCS cell loss 18 h = also measured in Autophagy HCS; calls as there; toxicity, %; measured here: cell loss, nuclei count;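 cell loss after 18 h compound exposure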
The depositor's hits bear a star; i = inactive; x = not tested or not shown; + = active, no number. Rule as the data show it, unless noted: active = inhibition above about 50%; inactive = the rest.

Each structure is followed by: PMI inhibitors	Autophagy HCS	Autophagy HCS cell loss 18 h	bCat nuc transl	bCat nuc transl cell count 5 µM	Yfh1-off respiration	Dynein cargo inh	Dynein cargo inh cytoplasmic EGFP	Dynein cargo inh nuclear GR-EGFP	Dynein cargo inh cell count	Insulin prom up	Insulin prom up cell count	WT yeast gro inh	WT yeast gro inh mutant strain	MT stabilizer	MT stabilizer Hoechst-high %	MT stabilizer cytotoxicity %	human PMI inhibitors
CCCN1C(=O)S/C(=C\c2ccc(N3CCOCC3)o2)C1=O
 : 25%	i	-1	3.7	1012	i	-1.1	2.3	-0.2	0.34	x	x	0	-10	3.6	3.0	1.8	52%*
Cc1ccc(C(=O)ON=C2CCN(S(=O)(=O)c3ccccc3)CC2)cc1
 : 4%	i	1	x	x	i	2.2	-0.14	0.76	-1.6	x	x	11	7	0.3	3.2	7.6	4%
O=C(NNc1ccc([N+](=O)[O-])cc1)C12CC3CC(CC(C3)C1)C2
 : -6%	i	0	-0.8	1369	i	-0.067	-0.21	-0.28	0.71	2.1	1600	0	-145	2.3	2.1	5.8	-7%
COCc1nc(-c2ccc(-c3ccccc3)nc2OC)no1
 : -1%	i	7	0.5	498	i	-0.42	-0.25	-0.27	-0.48	x	x	-1	-3	1.6	2.0	1.4	-3%
COc1ccc(N2C(=O)CC3(CCCC3)CC2=O)cc1
 : 26%	i	5	x	x	i	0.17	-0.25	0.11	0.55	0.53	1255	-10	16	3.7	2.2	1.7	8%
CN(C1CCCCC1)S(=O)(=O)c1ccc2c(c1)c(=O)c(C(=O)N1CCc3ccccc3C1)cn2C
 : -1%	i	27	x	x	i	-0.17	-0.28	0.096	0.64	-0.28	896	9	2	2.4	1.1	3.2	6%
O=C(c1cc2ncc(Br)cn2n1)N1CCOCC1
 : -9%	i	-2	x	x	i	-0.87	-0.2	-0.49	1.2	0.11	906	4	1	3.4	1.5	6.9	-15%
CN1CCN(/N=C/c2ccc(-c3ccc([N+](=O)[O-])cc3)o2)CC1
 : 7%	i	15	-0.5	1112	i	0.22	0.001	0.67	-0.74	0.2	1489	10	11	2.3	1.4	1.6	-6%
O=C(COC(=O)c1ccc([N+](=O)[O-])s1)Nc1ccc(Cl)cn1
 : -15%	i	-4	-1.1	560	i	-0.26	-0.23	0.5	0.044	0.42	1279	-14	-6	2.6	2.3	9.4	3%
CN(C)/C=C1/N=C(c2ccccc2)OC1=O
 : -3%	i	-11	-2.1	1168	i	0.2	0.16	0.23	-0.25	-0.52	977	4	-19	2.8	1.2	9.0	-3%
CCOC(=O)c1nc(C)n(-c2cc(OC)c(Cl)cc2Cl)n1
 : -12%	i	-2	-1.7	1068	i	-0.077	-0.25	-0.36	0.71	0.76	1214	9	9	3.3	1.9	6.6	-10%
CCc1nnc(NC(=O)CN2CCN(c3ccccc3F)CC2)s1
 : -11%	i	-1	1.7	981	i	-0.73	0.04	-0.38	0.27	-2.7	1362	5	1	2.3	2.7	6.0	-17%
COc1ccc(-c2cc(C(F)F)n3ncc(C(=O)Nc4ccc(C(=O)N5CCOCC5)cc4)c3n2)cc1
 : 20%	+	14*	0.3	1483	i	1.6	-0.34	-0.049	1.3	-0.87	1482	0	-7	2.3	1.5	4.5	19%
N/N=C1\CCCc2nonc21
 : 9%	i	-5	-1.1	1077	i	0.26	-0.19	0.43	-0.39	-0.55	1438	-1	-2	2.3	1.9	2.3	8%
COc1cccc(C2C3=C(Nc4[nH]n(-c5ccccc5)c(=O)c42)c2ccccc2C3=O)c1 (stereo unspecified)
 : -29%	i	-8	-0.3	1107	i	0.053	-0.24	0.069	0.72	-0.16	1521	8	6	2.0	3.6	7.0	-36%
COCCC1CCCCN1Cc1cn(-c2ccccc2)nc1-c1ccc2c(c1)OCO2 (stereo unspecified)
 : -7%	i	20	0.0	962	i	0.52	-0.23	0.18	-0.72	-1	1437	12	13	2.7	3.3	0.5	-10%
CCOC(=O)C1CCCN(Cc2nc(Cc3cccc(F)c3)no2)C1 (stereo unspecified)
 : -3%	i	32	-0.9	890	i	-0.55	-0.22	-0.038	-0.05	0.48	1226	16	5	3.6	1.7	3.4	-6%
Cc1c(/C=N/NC(=O)c2ccc(O)cc2)c2ccccn2c1C(=O)c1ccc(F)cc1
 : 12%	i	-2	-0.5	982	i	2.9	-0.25	0.75	-1	-0.64	1247	-10	-2	3.6	4.1	4.4	6%
Cc1ccc(S(=O)(=O)CC(N)=O)cc1
 : 0%	i	6	1.7	1149	i	-1	-0.23	-0.67	0.85	-0.36	928	-2	1	2.1	2.2	5.3	0%
O=S(=O)(Nc1nc2ccccc2[nH]1)c1ccccc1
 : 6%	i	-14	-0.9	863	i	0.28	-0.18	0.42	-0.72	0.56	1098	0	-5	4.9	2.0	2.6	12%

Brought forward from above: 3 compounds, then new ones.
Each structure is followed by: PMI inhibitors	Autophagy HCS	Autophagy HCS cell loss 18 h	bCat nuc transl	bCat nuc transl cell count 5 µM	Yfh1-off respiration	Dynein cargo inh	Dynein cargo inh cytoplasmic EGFP	Dynein cargo inh nuclear GR-EGFP	Dynein cargo inh cell count	Insulin prom up	Insulin prom up cell count	WT yeast gro inh	WT yeast gro inh mutant strain	MT stabilizer	MT stabilizer Hoechst-high %	MT stabilizer cytotoxicity %	human PMI inhibitors
Cc1c(/C=N/NC(=O)c2ccc(O)cc2)c2ccccn2c1C(=O)c1ccc(F)cc1
 : 12%	i	-2	-0.5	982	i	2.9	-0.25	0.75	-1	-0.64	1247	-10	-2	3.6	4.1	4.4	6%
Cc1ccc(S(=O)(=O)CC(N)=O)cc1
 : 0%	i	6	1.7	1149	i	-1	-0.23	-0.67	0.85	-0.36	928	-2	1	2.1	2.2	5.3	0%
O=S(=O)(Nc1nc2ccccc2[nH]1)c1ccccc1
 : 6%	i	-14	-0.9	863	i	0.28	-0.18	0.42	-0.72	0.56	1098	0	-5	4.9	2.0	2.6	12%
COc1ccc(CCNC(=O)CCCNC(=O)Cn2cnc3sc(C)c(C)c3c2=O)cc1OC
 : -2%	i	8	-4.6	1104	i	0.11	0.046	0.4	-0.049	-0.56	1199	-1	12	3.2	2.1	9.5	-3%
Cc1ccc(N=Nc2c(O)c3ccccc3[nH]c2=O)c(S(=O)(=O)N(C)C)c1
 : x	x	x	-4.1	1156	i	0.64	-0.2	0.37	-0.26	-0.17	1059	x	x	x	x	x	x
Cc1ccc(C(=O)Nc2cccc(C(F)(F)F)c2)cc1NC(=O)c1nccnc1N
 : x	x	x	-0.2	1380	i	0.77	-0.87	0.36	0.092	-1.9	1300	x	x	x	x	x	x
Cc1cccc(C)c1NC(=O)COc1ccc2c(C)c(Cc3ccccc3)c(=O)oc2c1C
 : 1%	i	45	-0.8	886	i	0.31	-0.24	-0.082	-0.91	x	x	6	-23	3.2	1.7	4.0	-3%
Cc1nn2c(=S)[nH]nc2[nH]c1=O
 : -2%	i	2	1.1	1011	i	0.41	-0.36	-0.085	0.81	0.35	1311	-14	7	3.1	1.4	1.6	-6%
CCC(Oc1cc(Cl)ccc1Cl)C(=O)NN1C(=O)C2C3CCC(C3=C(C)C)C2C1=O (stereo unspecified)
 : 24%	i	29	-0.1	1116	i	0.89	-0.18	0.75	1.2	0.63	727	19	-3	2.7	2.1	8.7	18%
O=C(CCn1c(=S)oc2ccccc21)N1CCN(c2ccc(F)cc2)CC1
 : x	x	x	-0.1	1237	i	1.5	-0.11	1.6	-1.2	0.83	1078	x	x	x	x	x	x
COc1cccc(-c2nnc(SCCC(=O)O)n2C)c1
 : 0%	i	5	-5.2	1071	i	-1.7	-0.18	-0.6	3	2.6	1145	1	3	5.9	2.5	9.2	-8%
O=C(N/N=C1\CC(c2ccccc2)Oc2ccccc21)c1ccccn1 (stereo unspecified)
 : 1%	i	-2	-1.4	1107	i	1.1	-0.24	0.58	-1.3	-0.42	1405	-3	-4	2.9	1.7	6.8	4%
CCCCCNC(=O)CSC1=N/C(=C\c2ccc(Cl)c(Cl)c2)C(=O)N1CC
 : -6%	i	-12	-5.1	1226	i	0.18	-0.19	0.77	0.51	x	x	15	-3	1.2	1.7	6.5	-4%
COc1cc(C2CC(=O)N(CC(=O)NCC3CCCO3)c3ccccc3S2)cc(OC)c1OC (stereo unspecified)
 : -14%	i	11	-2.5	1041	i	-0.27	-0.26	0.31	-0.044	0.17	1602	-2	-8	1.6	2.2	11	-9%
CCc1ccc(C(=O)NC(C(=O)NCC2CCCO2)C(C)C)cc1 (stereo unspecified)
 : 6%	i	14	1.7	1525	i	0.54	-0.33	0.56	-0.0093	-0.51	1469	-7	13	3.6	2.1	11	2%
NC(=O)c1cc(-c2ccccc2)nc(N2CCCCCC2)n1
 : 13%	i	1	0.1	810	i	-1.5	-0.075	-0.66	1.9	1.6	1076	4	19	3.4	3.3	8.9	11%
COc1ccc(/C=N/NC(=O)c2nn(-c3ccccc3)c(=O)c3c(N)scc23)cc1
 : 61%*	i	-17	-2.4	1456	i	-0.53	-0.2	0.28	1.4	-0.01	1207	3	5	1.9	1.5	10.0	52%*
O=C(CSc1ccc(Cl)cc1Cl)N1CCC(c2nc3ccccc3s2)CC1
 : 24%	i	10	x	x	i	0.43	-0.22	0.5	0.86	x	x	-10	-10	2.9	2.0	6.4	12%

Rows were taken by chance. About 5% of those tested had a hit in this group.
